# GLP1R cytotox – qHTS of GLP-1 Receptor Inverse Agonists: Cytotox Screen; HEK293 cAMP-luciferase reporter cells, luminescence, 24 h; Potency, µM (top dose mostly 38.3 µM), inactives show at the top dose activity change, negative = inhibition, actives largely listed as inhibitors; 0.13% of 410,000 active; AID 624418, 2012;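 further: loss of luciferase light is scored as toxicity; potency means the concentration at half of the fitted maximal effect; on the % scale 0 is the no-effect control and ±100 the full control effect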
#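 1536-well qHTS counterscreen of the MLSMR; 200 cells/uL, 12 h pre-incubation, 23 nL cpd, 24 h at 37 deg C 5% CO2, luciferase detection reagent, 12 min RT, luminescence. Inhibition = undesired.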
# SW480 rereplic – A quantitative high throughput screen for small molecules that induce DNA re-replication in SW480 colon adenocarcinoma cells | SW480 DNA re-replication, Hoechst DNA content imaging, 48 h | Potency, µM (titrated, usually from 46.1 µM), inactives show at the top dose re-replication activation, hits mostly activators | 1.8% of 340,000 active | AID 624297, 2012; further: potency means the concentration at half of the fitted maximal effect; % of control where 0% means no effect; nearly all actives have a fitted effect of over 55% in size
#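 First, 250 cells per well were seeded. Next, compound or vehicle (23 nL) was pinned in, plates sat 48 hr at 37 C. Finally Hoechst was added for 40 min before fluorescence scanning.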
# HT1080NT lethal – qHTS for induction of synthetic lethality in tumor cells producing 2HG: qHTS for the HT-1080-NT fibrosarcoma cell line; HT-1080-NT fibrosarcoma viability, CellTiter-Glo ATP luminescence, 48 h; 1.6% of 360,000 active; Potency, µM (highest dose often 46.1 µM), for the others: at the top dose activity, negative = less viability, usual class: cytotoxic;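 further: NT is the 2HG producing partner of a matched IDH1 knockdown line; potency means the concentration at half of the fitted maximal effect; 0% = DMSO-treated cells and -100% = media-only wells without cells; nearly all actives have a fitted effect of over 55% in size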
#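 Toxicity toward the 2HG-producing NT line was scored as %Activity, normalised to DMSO and no-cell wells, from CellTiter-Glo luminescence after 48 hours' treatment.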
# MCF10A rerep – A quantitative high throughput screen for small molecules that induce DNA re-replication in MCF 10a normal breast cells; MCF 10A DNA re-replication, Hoechst nuclear intensity, 48 h; Potency, µM (titrated, usually from 46.1 µM), for the others: at the highest dose activity, positive = re-replication, most hits filed as activators; 2.9% of 350,000 active; further: potency means the concentration at half of the fitted maximal effect; % of control where 0% means no effect; nearly all actives have a fitted effect of over 50% in size
# HT1080 IDH1KD tx – qHTS for induction of synthetic lethality in tumor cells producing 2HG: qHTS for the HT-1080-IDH1KD cell line. HT-1080 IDH1 knockdown viability, ATP luminescence, 48 h. Potency, µM (highest dose often 46.1 µM), inactives show top-dose activity, negative = toxicity, actives largely listed as cytotoxic. 2% of 360,000 active. AID 686971, 2013;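 further: potency means the concentration at half of the fitted maximal effect; 0% = DMSO wells and -100% = cell-free medium wells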
#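 Viability of IDH1-knockdown HT-1080 fibrosarcoma cells was assessed by CellTiter-Glo after 48 h at 37 °C with titrated compound; concentration-effect curves were classified by fit quality and response size.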
# IL-1B inflam inh – qHTS for Inhibitors of Inflammasome Signaling: IL-1-beta AlphaLISA Primary Screen. activity change, % at 57.5 µM. THP-1 LPS/ATP IL-1B secretion, AlphaLISA, 16 h; stronger effect = lower value. 4.7% of 360,000 active; in the data active means activity change below about -50%; inconclusive means mostly about -30% to -49%; further: on the % scale 0 is the no-effect control and ±100 the full control effect
#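 Secreted IL-1B measured by AlphaLISA bead assay after 16 h compound exposure of THP-1 cells; compounds (final up to 57.5 uM) added 1 h before LPS (250 ng/mL) and ATP (1.25 mM) stimulation; lower signal means less secretion.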
# KB-V1 MDR tox – qHTS assay for MDR1-selective chemotherapeutics: Primary screen using the drug-selected MDR subline cells KB-V1 | Potency, µM (top dose mostly 46.1 µM), for the others: at the highest dose activity change, negative = cytotoxicity, most hits filed as cytotoxic | KB-V1 MDR cells viability, CellTiter-Glo, 72 h | 3.4% of 400,000 active; further: potency means the concentration at half of the fitted maximal effect; on the % scale 0 is the no-effect control and ±100 the full control effect; nearly all actives have a fitted effect of over 60% in size
#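 KB-V1 MDR subline cells in DMEM (phenol-red free, 10% FBS) exposed to compounds in qHTS concentration series for 72 h at 37 degrees C. Viability read by CellTiter-Glo luminescence; concentration-effect curves fitted after normalization and correction.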
# D3 ag – qHTS of D3 Dopamine Receptor Agonist: qHTS | D(3) dopamine receptor (Homo sapiens), P35462 | 0.58% of 410,000 active | D3R DiscoveRx beta-arrestin cells, luminescence, 90 min | max activation, % | AID 652048, 2013; in the data active means max activation above about 30%; further: 0% is about no effect; mostly tested at two doses, the higher about 12 µM
# Target sequence (P35462 whole entry, looked up): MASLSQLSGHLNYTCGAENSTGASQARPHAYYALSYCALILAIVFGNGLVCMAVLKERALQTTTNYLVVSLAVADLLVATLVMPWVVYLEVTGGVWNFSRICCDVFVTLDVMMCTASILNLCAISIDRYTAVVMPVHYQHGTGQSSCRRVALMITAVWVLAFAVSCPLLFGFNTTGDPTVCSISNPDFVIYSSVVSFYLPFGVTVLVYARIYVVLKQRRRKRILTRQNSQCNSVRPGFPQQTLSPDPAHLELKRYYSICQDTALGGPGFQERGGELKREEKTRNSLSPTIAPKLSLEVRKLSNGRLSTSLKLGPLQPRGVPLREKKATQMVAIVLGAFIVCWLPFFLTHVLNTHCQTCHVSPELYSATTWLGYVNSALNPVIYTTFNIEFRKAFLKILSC
#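 Cells at 1500/well, incubated overnight, then treated with pinned compounds (dopamine as control) for 90 min at 37 degrees C. DiscoveRx reagent added for 30 - 60 minutes at room temperature; luminescence read.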
# KB-3-1 tox – qHTS assay for MDR1-selective chemotherapeutics: Primary screen using the parental adenocarcinoma cell KB-3-1; 1.4% of 400,000 active; AID 1347075, 2019; KB-3-1 viability, CellTiter-Glo ATP luminescence, 72 h; Potency, µM (top dose mostly 46.1 µM), inactives show at the highest dose activity change, negative = cytotoxic, most hits filed as cytotoxic; further: potency means the concentration at half of the fitted maximal effect; on the % scale 0 is the no-effect control and ±100 the full control effect; nearly all actives have a fitted effect of over 60% in size
#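 KB-3-1 cells, DMEM (no phenol red) + 10% FBS; compound by pin transfer, 72 h, 37 °C. Readout: CellTiter-Glo luminescence after 10 min. Data normalized, curve-fitted.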
# * = called active by the depositor; ? = inconclusive; nt = no result given; [ ] = remark or other dose. Unless noted, the call rests on the fitted dose curve; in most records, active means well fitted curve in the direction sought with a large enough effect; inconclusive means small, poorly fitted or top-dose-only effect, or another doubt; inactive means no such curve, though single readings can be large; an effect the other way counts as inactive or inconclusive.
SMILES,KB-V1 MDR tox,GLP1R cytotox,D3 ag,IL-1B inflam inh,HT1080NT lethal,HT1080 IDH1KD tx,SW480 rereplic,MCF10A rerep,KB-3-1 tox
CCN(CC)c1ccc(C(=O)Nn2cnc3ccccc3c2=O)cc1,3%,2%,0,-2,13%,13%,-15%,-1%,-4%
Cc1nn(-c2ccc(C(=O)O)cc2)c(C)c1Cl,?,-1%,5,-7,-1%,2%,-2%,-5%,1%
CCOC(=O)C1CCCN(C(=O)C2CCN(c3nnc(C)c4c(C)n(-c5ccccc5)nc34)CC2)C1 (stereo not drawn),4%,-5%,-15,nt,nt,nt,nt,nt,-2%
CCCN(CCC)CCCNC(=S)Nc1ccc2nc(N3CCN(C)CC3)cc(C)c2c1,8%,?,-2,?,0%,-26%,?,5%,-2%
CC1CCN(C(=O)CSc2nc3ccccc3s2)CC1,15µM*,-6%,-2,-15,9%,7%,5%,?,3%
Cc1cc(NC(=O)c2ccco2)no1,17%,-11%,17,-1,15%,3%,-3%,-9%,7%
CCCCc1nn2c(=O)cc(COC(=O)c3cccc(OC)c3)nc2s1,?,2%,-9,nt,nt,nt,nt,nt,3%
O=C(O)c1ccccc1C(=O)Nc1ccc(Nc2ccccc2)cc1,22%,-22%,-4,?,-13%,-7%,nt,nt,5%
Cc1cc(C)cc(NC(=O)C2CCN(S(C)(=O)=O)CC2)c1,0%,-7%,0,14,1%,5%,-5%,-15%,-4%
O=C(CCCCCN1C(=O)c2ccccc2C1=O)Nc1ccccc1F,-1%,0%,8,3,-2%,2%,4%,-2%,1%
O=C(O)/C=C\C(=O)Nc1cccc(NC(=O)c2ccccc2)c1,-10%,0%,7,14,1%,1%,-2%,-9%,13%
O=C1c2ccccc2C(=O)N1/N=C/c1ccc(O)c(O)c1,25%,0%,12,20,-7%,-9%,-2%,?,-1%
CCNC(=O)/C(C#N)=C/c1c(N2CCN(c3cccc(Cl)c3)CC2)nc2c(C)cccn2c1=O,-7%,28%,-6,47,10%,19%,-13%,-15%,-30%
CCS(=O)(=O)N1CCC(C(=O)O)CC1,14%,-6%,-3,8,-22%,3%,-6%,-15%,0%
COc1cc2c(C#CCO)c(-c3ccc(C#N)cc3)oc(=O)c2cc1OC,-18%,4%,17,0,20%,-4%,-2%,-12%,-2%
COc1cc(/C=C(\C#N)C(=O)NCC2CCCO2)ccc1OCC(=O)O (stereo not drawn),?,-7%,-7,-10,16%,1%,27%,4%,-14%
O=C(Cc1cccs1)N1CCN(c2ccc([N+](=O)[O-])cc2)CC1,?,?,-3,?,-18%,-3%,-23%,-37%[inhibitor],-7%
Cc1ccc(C)c(S(=O)(=O)N2CCN(C(=O)[C@H](C)N3C(=O)C4CC=CCC4C3=O)CC2)c1 (stereo partly drawn),-13%,-4%,4,-3,18%,1%,14%,-1%,11%
COC(=O)c1ccc(C)c(NC(=O)Cc2coc3cc(OC)ccc23)c1,?,2%,-2,49,-14%,-1%,11%,22%,1%
COc1ccc(S(=O)(=O)Cc2ccccc2)cc1N,?,?,-3,1,-10%,?,6.5µM*,?,?
O=C(O)C(c1ccccc1)c1ccccc1,-16%,-1%,-10,-1,13%,15%,4%,30%,0%
CCOc1ccc(C2=CC(c3cc(Br)ccc3F)n3ncnc3N2)cc1Cl (stereo not drawn),-2%,417%[activator],1,nt,nt,nt,nt,nt,-16%
C/C(=N\N1CCN(Cc2ccc(Cl)cc2)CC1)c1ccc([N+](=O)[O-])cc1,-2%,-10%,4,-28,-16%,-1%,-3%,0%,?
O=C(O)c1nc(-c2ccccc2)n(-c2ccc(Cl)cc2)n1,10%,-6%,-1,9,20%,13%,-7%,-1%,-2%
Cn1cccc1/C=N/NC(=O)c1cccs1,-5%,-6%,-14,-1,-2%,3%,-5%,-3%,0%

# Reprinted from the part before: two compounds, followed by the next part.
SMILES,KB-V1 MDR tox,GLP1R cytotox,D3 ag,IL-1B inflam inh,HT1080NT lethal,HT1080 IDH1KD tx,SW480 rereplic,MCF10A rerep,KB-3-1 tox
O=C(O)c1nc(-c2ccccc2)n(-c2ccc(Cl)cc2)n1,10%,-6%,-1,9,20%,13%,-7%,-1%,-2%
Cn1cccc1/C=N/NC(=O)c1cccs1,-5%,-6%,-14,-1,-2%,3%,-5%,-3%,0%
CCCc1ccc(-c2ccc(C(=O)Oc3ccc(Br)cc3)cc2)nc1,-22%,-2%,8,nt,nt,nt,nt,nt,-12%
Cc1cc(C)c2ccc(N)nc2c1O,-31%,?,-3,96,10µM*,?,?,?,?
Nc1nnc(SCC(=O)OCC(=O)NC23CC4CC(CC(C4)C2)C3)s1,4%,-1%[7.66 µM],4,47,-1%,-2%,3%,7%,10%
COc1ccc(Cl)cc1NCCC(O)c1ccc(F)cc1 (stereo not drawn),-18%,3%,1,-1,2%,0%,-1%,11%,?
CCc1ccccc1NC(=O)CSc1nnc([C@@H](NC(=O)OC(C)(C)C)C(C)CC)o1 (stereo partly drawn),-16%,-5%,-1,10,3%,6%,-3%,8%,14%
COc1ccc(C(=O)N2CCN(Cc3ccccn3)CC2)cc1,21%,0%,1,-14,1%,5%,-4%,-7%,2%
O=C(NCc1nc(-c2ccccc2)no1)c1ccc2c(c1)OCO2,-7%,-2%,0,0,6%,-2%,0%,?,?
CC(=O)c1c(C)[nH]c(C(=O)CSc2nnc(NC3CC3)s2)c1C,-6%,-4%,2,4,-7%,-3%,-7%,0%,-7%
CN(C(=O)c1cccn(Cc2ccccc2)c1=O)c1ccccc1,15%,?,18,6,31%,22%,-124%[inhibitor],-6%,10%
COc1ccc(NS(=O)(=O)c2ccc(C)c(C(=O)N(C)CC(=O)Nc3cccc(OC)c3)c2)cc1,0%,-1%,-2,-21,2%,4%,1%,?,-7%
COc1ccc(S(=O)(=O)N2CCC(C(=O)NC3CC3)CC2)cc1OC,nt,16%,9,8,9%,12%,0%,2%,nt
CCC(C)(C)n1nnnc1CN1CCN(c2ccc(OC)cc2)CC1,-17%,6%,-1,0,-2%,3%,0%,2%,2%
Fc1ccc(-n2c(-c3cccs3)nc3nc4ccccc4nc32)cc1,-15%,12%,-2,40,5%,-1%,2%,-9%,1%
COC(=O)C1CSC(C(=O)OC)N1C(=O)Nc1ccc(Cl)c(Cl)c1 (stereo not drawn),5%,3%,-16,0,9%,10%,-4%,-2%,-5%
CC(C)COc1ccc(C(=O)Nc2onc3c2CCCC3)cc1,-3%,-20%,-9,nt,nt,nt,nt,nt,-18%
CC1(C)CC(NC(=O)CCC2CCCC2)CC(C)(C)N1,-4%,-3%,1,-1,6%,0%,1%,-5%,-4%
Cc1ccccc1-c1n[nH]c(=S)n1/N=C/c1ccc(-c2ccccc2Br)o1,?,-14%,-7,-1,8%,?,7%,-24%,?
CCCCNC(=O)c1ccc(CS(=O)(=O)Cc2ccccc2F)o1,-16%,5%,4,7,-4%,8%,-15%,-4%,-7%
Cc1ccc(-c2noc(C3CCCN(C(=O)c4c(F)cccc4F)C3)n2)cc1 (stereo not drawn),16µM*,-15%,22,-17,-3%,-29%,1%,?,-1%
COc1ccc(OC)c(NC(=O)Cn2c(=O)n(Cc3ccco3)c(=O)c3cc(OC)c(OC)cc32)c1,0%,6%,4,nt,nt,nt,nt,nt,-1%
Cc1ccc(OCC(=O)NNC(=S)NC(=O)c2ccc(Br)o2)c(C)c1,-5%,-1%,3,28,12%,15%,-3%,1%,-16%
Cc1cc(SCC(=O)c2ccc3c(c2)OCO3)nc2ccccc12,2%,-3%,-20,-4,2%,-5%,1%,2%,10%
CC(C)c1nc2ccc(C(=O)O)cc2[nH]1,-9%,21%,-26,17,14%,6%,8%,12µM*,-3%
CCc1cccc(C)c1NC(=O)C1=C(C(=O)O)CCCC1,-21%,-28%,4,-10,10%,6%,-4%,5%,-19%
Cc1ccc(C)c(NS(=O)(=O)c2ccc(OCC(=O)N3CCOCC3)cc2)c1,-7%,-7%,-11,-1,-6%,-7%,-9%,3%,-2%
Cc1noc(C)c1S(=O)(=O)N1CCC(C(=O)N(C)Cc2ccccc2)CC1,2%,-14%,-2,8,7%,7%,-8%,6%,7%
O=C(N/N=C/c1cc(Br)c(Br)o1)c1cccnc1,?,?,-4,6,?,?,nt,?,?
Cc1ccc(C(C(=O)NC2CCCC2)N(Cc2ccco2)C(=O)CCC(=O)Nc2ccccn2)cc1 (stereo not drawn),-23%,?,-21,-3,-1%,0%,7%,5%,-15%
CCC(=O)c1ccc(OCC(=O)NC2(C#N)CCCCC2)cc1,?,-4%,2,-29,0%,1%,11%,-1%,5%
O=C(NCCCn1ccnc1)c1cc(-c2ccc3c(c2)OCO3)on1,-4%,1%,1,-7,-27%,-17%,-4%,-5%,-12%
Cc1ccc(NC(=O)CCC(=O)NNC(=O)CCc2ccccc2)c(C)c1,-4%,-2%,1,29,2%,10%,-1%,0%,14%
COc1ccc(/C=C2\SC(=O)N(CC(=O)NCCC(C)C)C2=O)cc1OC,-8%,-11%,0,1,10%,13%,-4%,-2%,19%

# Screens from PubChem.
